# ERAP1 inh = human ERAP1 aminopeptidase inhibitors, primary screen, biochemical, single point, plate reader; inhibition, % at 10.7 µM; recombinant ERAP1, Leu-AMC fluorescence, 60 min; hit rate 0.15% among 340,000; Endoplasmic reticulum aminopeptidase 1 (Homo sapiens), Q9NZ08;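 active = mean replicate inhibition of at least 30%, or all replicates individually reaching that 30% level; inactive = mean below 30% and not every replicate reaching it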;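 note: 0% = neutral control wells and 100% = L-leucinethiol positive control wells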
# ERp5 block = inhibitors of ERp5-driven insulin aggregation, primary screen, biochemical, turbidity, absorbance 650 nm, single point; Protein disulfide-isomerase A6 (Homo sapiens), Q15084; 90 min; inhibition, % at 9.99 µM; hit rate 0.05% among 350,000; AID 651711, 2012;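 active = mean replicate inhibition above about 25%, with every replicate also reaching it, limit read from the data, passing the limit was not always enough; inconclusive = only one of those two criteria met; inactive = neither criterion met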
# Target sequence (Q15084 whole entry, looked up): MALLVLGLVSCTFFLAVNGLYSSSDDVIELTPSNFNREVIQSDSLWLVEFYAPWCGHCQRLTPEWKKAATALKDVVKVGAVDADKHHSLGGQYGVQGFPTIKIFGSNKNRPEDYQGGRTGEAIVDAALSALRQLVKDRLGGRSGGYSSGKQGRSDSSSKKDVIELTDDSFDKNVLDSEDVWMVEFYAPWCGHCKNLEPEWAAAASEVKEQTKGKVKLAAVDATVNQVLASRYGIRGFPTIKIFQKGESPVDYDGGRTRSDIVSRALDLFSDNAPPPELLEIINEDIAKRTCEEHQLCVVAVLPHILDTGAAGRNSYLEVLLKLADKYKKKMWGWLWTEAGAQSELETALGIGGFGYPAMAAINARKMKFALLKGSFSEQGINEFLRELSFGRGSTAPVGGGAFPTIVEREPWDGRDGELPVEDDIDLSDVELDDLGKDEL
# miR-122 sensor = miR-122 Renilla sensor signal increase in Huh7, primary screen, miR-122 inhibitor project, cell-based, single point, plate reader; hit rate 0.3% among 340,000; activation (reporter increase), % at 12.5 µM; Huh7 miR-122 Renilla luciferase sensor, 48 h; neutral wells = 0, positive control = 100;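 active = mean replicate activation score at least 90 and every replicate individually at or above 90; inconclusive = only one of the two criteria met; inactive = neither criterion met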;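 note: higher luciferase means less miR-122 activity so hits act as miR-122 inhibitors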
# F508del corr = F508del CFTR correction, initial screen, CFBE line, single point; hit rate 0.36% among 350,000; AID 720511, 2013; activity (quench increase), % at 7.58 µM; CFBE cells, YFP halide quenching; stimulated with forskolin plus potentiator P3; % fluorescence drop versus neutral controls;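 active = mean added fluorescence quench of at least 8% versus neutral control, with both replicates also reaching 8%; inconclusive = only one of the mean or replicate conditions met; inactive = mean below 8% and not both replicates reaching 8%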;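 note: cells transiently co-express mutant CFTR-F508del with the halide-sensitive YFP; corrector assay measuring rescue of mutant channel to the surface after 24 h compound exposure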
# Casp6 inh = human caspase-6 inhibitors, primary screen, biochemical, VEID-R110 fluorescence, single point, set 2 | P55212 | hit rate 0.53% among 350,000 | purified caspase-6, Z-VEID-R110 cleavage fluorescence | inhibition, % at 12.5 µM;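 active = mean inhibition across replicates at least about 35%, with every replicate also reaching that limit, limit read from the data; inconclusive = only one of the two criteria met; inactive = neither criterion met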;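 note: 0% = median of neutral control wells and 100% = no fluorescence left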
# Target sequence (P55212 24-179 limits assumed): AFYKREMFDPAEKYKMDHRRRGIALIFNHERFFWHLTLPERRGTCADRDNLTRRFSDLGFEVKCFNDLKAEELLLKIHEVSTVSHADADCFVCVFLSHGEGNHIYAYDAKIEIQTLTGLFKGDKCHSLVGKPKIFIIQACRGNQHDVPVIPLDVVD
# Target sequence (P55212 194-293 limits assumed): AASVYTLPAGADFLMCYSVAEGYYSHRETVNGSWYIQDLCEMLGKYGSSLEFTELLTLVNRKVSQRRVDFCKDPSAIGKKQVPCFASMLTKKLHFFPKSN
# SIRT5 block = SIRT5 desuccinylase inhibitors, primary screen, biochemical, fluorescence imaging, single point, set 5; NAD-dependent protein deacylase sirtuin-5, mitochondrial (Homo sapiens), Q9NXA8; Purified SirT5, succinyl-peptide AMC, trypsin-coupled fluorescence; inhibition, % at 15 µM; hit rate 1.1% among 330,000; AID 652115, 2013; in the data active = inhibition above about 15%; inconclusive = no clear call, values can overlap the other calls
# Target sequence (Q9NXA8 whole entry, looked up): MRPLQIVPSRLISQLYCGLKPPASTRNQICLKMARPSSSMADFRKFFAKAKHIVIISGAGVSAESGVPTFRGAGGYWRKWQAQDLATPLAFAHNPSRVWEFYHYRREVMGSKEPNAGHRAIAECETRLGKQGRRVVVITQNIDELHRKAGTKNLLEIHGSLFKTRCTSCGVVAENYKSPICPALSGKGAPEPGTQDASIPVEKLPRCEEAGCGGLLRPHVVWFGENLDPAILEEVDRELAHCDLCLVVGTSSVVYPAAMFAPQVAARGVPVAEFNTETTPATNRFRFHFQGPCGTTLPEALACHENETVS
# DENV2 CPE = inhibitors of DENV2 cytopathic effect, primary screen, cell-based, plate reader, single concentration; DENV2-infected cells, cytopathic effect rescue; hit rate 1.7% among 350,000; CPE inhibition, % at 9.99 µM; in the data active = CPE inhibition above about 20%, passing the limit was not always enough; inconclusive = no clear call, values can overlap the other calls; tested in BHK-21 cells;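 note: 0% = median of neutral control wells and 100% = median of positive control wells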
# * marks the source's active call; other numbers are inactive results; ? = inconclusive; . = not tested or not shown; & = joins results of further samples; [ ] = remark or other dose.
SMILES	ERAP1 inh	ERp5 block	miR-122 sensor	F508del corr	Casp6 inh	SIRT5 block	DENV2 CPE
COc1cc(NC(=O)Cn2cnc(S(=O)(=O)N3CCCC3)c2)cc(OC)c1OC	0	6	-6	-0.9	1	0	-5
Cc1cc(C)cc(NC(=S)NCCSc2ccc(Cl)cc2)c1	-2	5	.	1.2	-2	-2	-5
Cc1cccc(C(=O)NCc2nnc(SCC(=O)NC(C)c3ccccc3)n2C)c1 (stereo not given)	-2	-1	.	-2.3	-1	-4	-14
CCN1C(=O)c2ccc(C(=O)NCc3ccco3)cc2C1=O	0	8	-1	-3.0	1	-1	-3
O=C(C[C@@H]1C[C@H]2c3cc(NC(=O)Nc4ccccc4F)ccc3O[C@H]2[C@@H](CO)O1)NC1CCCCC1	1	-3	3[16.7 µM]	-4.0	1	2	-2
CCOCCCNC(=O)C1CCCN1C(=O)Nc1ccccc1[N+](=O)[O-] (stereo not given)	.	2	-3	-0.7	0	5	3
O=C(c1ccccc1)N1CC2(C1)[C@@H](c1ccccc1)[C@H](CO)N2C(=O)CC1CC1	1	-1	.	-2.6	-2	-1	-16
C[C@@H]1CN([C@@H](C)CO)C(=O)Cc2cc(NC(=O)Nc3cccc4ccccc34)ccc2O[C@@H]1CN(C)CC1CCCCC1	-1	4	-6[16.7 µM]	0.4	0	3	-2
COCC(=O)Nc1ccc2c(c1)[C@H]1C[C@@H](CC(=O)NCc3ccc(OC)cc3)O[C@H](CO)[C@H]1O2	1	6	-7[16.7 µM]	0.9	6	-5	?
Cc1ccc(NC(=O)C(C)OC(=O)c2nc(Cl)ccc2Cl)cc1S(=O)(=O)N1CCOCC1 (stereo not given)	1	-2	12	-1.1	-1	-3	0
CC1(C)C(=O)Nc2ccccc2N1C(=O)COc1ccc(C#N)cc1	1	0	-6	-2.5	5	-2	-5
COc1ccc(C)cc1NC(=O)C(c1ccccc1)N1CCN(CC(=O)N2CCOCC2)CC1 (stereo not given)	3	-2	1	-0.3	-3	1	28*
COc1ccc(S(=O)(=O)N[C@@H]2C=C[C@@H](CC(=O)N3CCC(Cc4ccccc4)CC3)O[C@H]2CO)cc1	3	-5	.	-0.3	-2	9	-6
O=C(CSc1ccc2c(c1)OCCO2)Nc1ncccc1O	-2	-1	-2	0.2	2	-1	-11
CC(=O)N1CC(=O)N2[C@H](CO)[C@@H](c3ccc(-c4ccc(C(=O)N(C)C)cc4)cc3)[C@H]2C1	1	-3	.	-1.4	0	-1	2
Cc1nc2ccccc2nc1OCc1ccccc1	0	-4	0	.	0	1	-3
COc1ccc(C(=O)Nc2ccc(NC(=O)C3CC3)nc2)cc1	4	11	0	2.9	0	-5	-4
COc1ccc(-c2nc(Cn3c(SCc4cccc(F)c4)nc4ccncc43)c(C)o2)cc1OC	1	-3	-6	-1.2	0	0	-5
Cc1ccc(Nc2nc(N)nc(CSC(=S)N3CCOCC3)n2)c(C)c1	-7	-2	.	2.0	-2	-4	?
O=C(CCN1CCCCC1)N[C@H]1CC[C@H](CCNC(=O)c2cc(Cl)cc(Cl)c2)O[C@H]1CO	-4	3	.	-1.6	-2	3	8

# Three of the entries above in order of their number in DENV2 CPE, smallest number first.
SMILES	ERAP1 inh	ERp5 block	miR-122 sensor	F508del corr	Casp6 inh	SIRT5 block	DENV2 CPE
O=C(c1ccccc1)N1CC2(C1)[C@@H](c1ccccc1)[C@H](CO)N2C(=O)CC1CC1	1	-1	.	-2.6	-2	-1	-16
COc1cc(NC(=O)Cn2cnc(S(=O)(=O)N3CCCC3)c2)cc(OC)c1OC	0	6	-6	-0.9	1	0	-5
O=C(CCN1CCCCC1)N[C@H]1CC[C@H](CCNC(=O)c2cc(Cl)cc(Cl)c2)O[C@H]1CO	-4	3	.	-1.6	-2	3	8

# DENV2 CPE: hit marks shown above
SMILES	ERAP1 inh	ERp5 block	miR-122 sensor	F508del corr	Casp6 inh	SIRT5 block	DENV2 CPE
COc1ccc(C)cc1NC(=O)C(c1ccccc1)N1CCN(CC(=O)N2CCOCC2)CC1 (stereo not given)	3	-2	1	-0.3	-3	1	28*

# Continued.
SMILES	ERAP1 inh	ERp5 block	miR-122 sensor	F508del corr	Casp6 inh	SIRT5 block	DENV2 CPE
CCc1ccc(-c2nc(SCC(=O)N3CCOCC3)n[nH]2)cc1	4	3	.	0.0	3	2	4
CCCNC(=O)N1CC(=O)N2[C@H](C1)[C@@H](c1ccc(-c3ccc(F)cc3)cc1)[C@@H]2CO	0	-3	.	1.3	-1	0	-10
COC(=O)C1(C(=O)OC)C[C@H](c2ccc(OC)cc2)N(Cc2ccccc2OC)[C@@H]1c1ccc(OC)cc1	0	3	.	0.3	-2	5	-7
C[C@H](CO)N1C[C@H](C)[C@@H](CN(C)C(=O)Nc2cccc(Oc3ccccn3)c2)OCc2cn(nn2)CCCC1=O	1&-3	7&-3	2&-2[16.7 µM]	-0.1&2.5&-2.7	-1&-4	0&-5	?
O=C(N[C@@H]1CC[C@H](CCNS(=O)(=O)Cc2ccccc2)O[C@@H]1CO)c1ccc2c(c1)OCO2	1	1	.	-1.4	2	-2	22*
COc1ccc(N2CCN(C(=O)c3ccccc3F)CC2)c([N+](=O)[O-])c1	-1	24	-8	-0.1	0	4	-1
CN1CCN/C1=C(/C(Cl)=C(Cl)Cl)[N+](=O)[O-]	-2	5	-5	-1.9	.	-4	.
C[C@@H]1CN([C@H](C)CO)C(=O)c2cc(NS(=O)(=O)c3ccccc3)ccc2O[C@@H](C)CCCCO[C@H]1CN(C)Cc1ccc(C(=O)O)cc1	.	.	2[16.7 µM]	0.5	.	.	?
O=C(Nc1cc(C(F)(F)F)ccc1N1CCCC1)C1CCCO1 (stereo not given)	-2	10	14	-1.4	-108	-19	15
COCC(=O)N1CCCCN2[C@H](CO)[C@@H](c3ccc(C#Cc4ccc(OC)cc4)cc3)[C@H]2C1	0	-1	-2[16.7 µM]	1.8	1	0	-5
Cc1noc(C)c1NC(=O)N[C@H]1C=C[C@H](CC(=O)Nc2ccc(-c3ccccc3)cc2)O[C@@H]1CO	-3	-2	-14[16.7 µM]	0.4	0	.	-1
COc1ccc(S(=O)(=O)N[C@@H]2C=C[C@@H](CC(=O)N3CCc4ccccc4C3)O[C@H]2CO)cc1	-2	-1	-6[16.7 µM]	-3.6	3	-1	-1
CS(=O)(=O)N1CC(=O)N2[C@@H](CO)[C@H](c3ccc(C#CCC4CCCC4)cc3)[C@@H]2C1	-1	17	.	2.3	0	-2	-10
CC(C)C(OC(=O)c1cccs1)C(=O)NCc1ccccc1 (stereo not given)	2	-3	.	-3.1	0	7	0
CC(C)c1ccc(NC(=O)C[C@H]2CC[C@H]3[C@@H](COc4ccc(NC(=O)Nc5ccc(F)c(F)c5)cc4C(=O)N3C)O2)cc1	1	2	-45[16.7 µM]	-3.9	3	-2	-3
O=C(N[C@@H]1CC[C@@H](CC(=O)N2CCc3ccccc3C2)O[C@H]1CO)C1CCOCC1	-1	-6	-14[16.7 µM]	3.8	1	1	0
Cc1cc(C)nc(N(C#N)Cc2ccccc2C)n1	-4	0	-3	-1.1	1	-7	3
O=C(c1cccc(NS(=O)(=O)c2cccc(C(F)(F)F)c2)c1)N1CCOCC1	0	3	1	-1.2	3	-1	-2
O=C(Cc1ccccc1)Nc1ccccc1C(=O)N1CCN(c2ccccc2)CC1	0	13	0	1.5	-2	-1	9
C/C(=N\O)c1ncc(C(F)(F)F)cc1Cl	0	8	-2	1.7	3	-3	-1

# Part of the list above in order of number of heavy atoms, smallest number first.
SMILES	ERAP1 inh	ERp5 block	miR-122 sensor	F508del corr	Casp6 inh	SIRT5 block	DENV2 CPE
CS(=O)(=O)N1CC(=O)N2[C@@H](CO)[C@H](c3ccc(C#CCC4CCCC4)cc3)[C@@H]2C1	-1	17	.	2.3	0	-2	-10
COc1ccc(S(=O)(=O)N[C@@H]2C=C[C@@H](CC(=O)N3CCc4ccccc4C3)O[C@H]2CO)cc1	-2	-1	-6[16.7 µM]	-3.6	3	-1	-1
CC(C)c1ccc(NC(=O)C[C@H]2CC[C@H]3[C@@H](COc4ccc(NC(=O)Nc5ccc(F)c(F)c5)cc4C(=O)N3C)O2)cc1	1	2	-45[16.7 µM]	-3.9	3	-2	-3
C[C@@H]1CN([C@H](C)CO)C(=O)c2cc(NS(=O)(=O)c3ccccc3)ccc2O[C@@H](C)CCCCO[C@H]1CN(C)Cc1ccc(C(=O)O)cc1	.	.	2[16.7 µM]	0.5	.	.	?

# Returning to the listing; the 2 compounds before the break are reprinted first.
SMILES	ERAP1 inh	ERp5 block	miR-122 sensor	F508del corr	Casp6 inh	SIRT5 block	DENV2 CPE
O=C(Cc1ccccc1)Nc1ccccc1C(=O)N1CCN(c2ccccc2)CC1	0	13	0	1.5	-2	-1	9
C/C(=N\O)c1ncc(C(F)(F)F)cc1Cl	0	8	-2	1.7	3	-3	-1
CCN1C(=O)c2ccc(C(=O)Nc3ccc(O)cc3C)cc2C1=O	0	0	-6	-0.2	-5	0	7
COc1ccc2c3c(n(C)c2c1)[C@H](CO)N(C)CC31CCN(S(=O)(=O)c2cccs2)CC1	-3	-7	.	1.5	.	.	?
CCN(C(=O)COC(=O)CNC(=O)c1ccc(C)c(C)c1)C1CCS(=O)(=O)C1 (stereo not given)	13	-3	.	-3.6	-1	2	-8
O=C(O)c1cc(O)ccc1N=Nc1ccccc1	-17	7	.	2.5	4	2	-3
CO[C@@H]1CC[C@H]2CCOc3c(C#N)cccc3C(=O)N(C)[C@H](C)C(=O)N(C)C[C@@H]1O2	-5	-3	.	.	-4	-12	-4
Cn1c(=O)c2[nH]c(C3CC=CCC3)nc2n(C)c1=O (stereo not given)	0	-9	.	-5.8	5	-2	-2
O=C(N[C@H]1CC[C@@H](CCNS(=O)(=O)c2ccc(F)cc2)O[C@@H]1CO)C1CCOCC1	-3	2	-5[16.7 µM]	-2.0	-7	-2	18
Cn1c(=O)[nH]c(=O)c2c1nc(SCc1ccccc1Cl)n2CC(N)=O	.	2	13	1.0	1	-1	7
Cc1ccccc1-c1cnc2c(c1)C(=O)N([C@@H](C)CO)C[C@@H](C)[C@@H](CN(C)C(=O)c1ccc(F)cc1)O2	2	6	.	-4.5	2	7	-8
CCc1cccc(C)c1NC(=O)CN1C(=O)NC(C)(CCC(C)C)C1=O (stereo not given)	-1	3	.	-0.5	-1	-4	0
Cn1nc(C(=O)OCC(=O)N(Cc2ccccc2)C(C)(C)C)c2ccccc2c1=O	-2	3	-3	3.2	-1	-2	4
COc1ccc(C(=O)CN2C(=O)c3ccccc3C2=O)cc1	-1	-3	-6	0.9	-2	-3	1
CN(CC(=O)Nc1ccc(F)cc1)C(=O)C1Cc2ccccc2CN1S(C)(=O)=O (stereo not given)	1	-1	-3	-2.8	6	-4	5
COc1ccc2[nH]c3c(c2c1)CCN1C(=O)C(CC(=O)NCc2ccc(OC)c(OC)c2)C[C@H](C(=O)N2CCOCC2)[C@@]31CCC1CCCC1 (stereo not given in full)	2	5	.	-0.2	4	0	-3
O=S(=O)(Nc1ccc2ccccc2n1)c1ccccc1	5	-1	.	1.5	3	0	-6
CC(C)NC(=S)N/N=C1\CCCc2ccccc21	1	1	.	0.4	-1	-4	-3
CCc1nc2nc(C)c(NS(=O)(=O)c3ccc(CC(C)C)cc3)c(=O)n2[nH]1	0	3	-4	0.6	-3	1	-5
Cc1ccc(-c2nc3ccc(C)cn3c2CC2CCCCC2)cc1	.	-4	.	2.0	-8	.	2
C#CCN(C(=O)c1cc(COc2cccc(C(F)(F)F)c2)on1)C1CCCCC1	0	4	-11	-1.7	1	-1	-10

# Source: PubChem BioAssay (Broad Institute)
